FAS TE block: FAS thioesterase (human) inhibition; hit rate 0.67% among 360,000; inhibition, % at 15 µM; recombinant FAS-TE, OMFH fluorogenic substrate, fluorescence endpoint; P49327;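 active = compounds whose normalised, plate-corrected inhibition of enzyme fluorescence in the single-dose primary screen is 50% or more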;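 note: 0% = DMSO with enzyme and 100% = substrate without enzyme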
MT1-MMP act inh: MT1-MMP (human) activation inhibition; HT1080 RFP-PRO-GFP cells, GFP/RFP ratio fluorescence, overnight; percent of plate control window, DMSO zero; hit rate 0.061% among 360,000; GFP/RFP ratio change, % at 20 µM; AID 651647; P50281;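 active = GFP/RFP ratio change of at least 30% with cell ATP level not reduced by more than half and red fluorescence within 50% of control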; note: strong numbers were not always called active
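system = RFP-PRO-GFP reporter HT1080 cells | dosing = 20 µM single dose, 1% DMSO | timing = overnight cell settling, then overnight compound exposure, 37 °C, 5% CO2 | read-out basis = GFP/RFP fluorescence ratio | controls = DMSO and RFP-L50D-GFP cell wells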
NadD block: blocks S. aureus nicotinate mononucleotide adenylyltransferase; hit rate 0.78% among 360,000; inhibition, % at 20 µM; purified NadD enzyme, colorimetric absorbance read-out; AID 602399; in the data active = inhibition above about 26%; note: some compounds past the cut are filed as inactive
Rpn11 inh: inhibitors of human proteasome Rpn11. O00487. hit rate 0.59% among 360,000. human 26S proteasome, Ub4-pepOG fluorescence polarization; 20S core pre-blocked with epoxomicin. calls only at 20 µM;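 active = inhibition at 20 µM, scaled to each plate's controls, above about 33%, limit read from the data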
Target sequence (O00487 whole entry, looked up): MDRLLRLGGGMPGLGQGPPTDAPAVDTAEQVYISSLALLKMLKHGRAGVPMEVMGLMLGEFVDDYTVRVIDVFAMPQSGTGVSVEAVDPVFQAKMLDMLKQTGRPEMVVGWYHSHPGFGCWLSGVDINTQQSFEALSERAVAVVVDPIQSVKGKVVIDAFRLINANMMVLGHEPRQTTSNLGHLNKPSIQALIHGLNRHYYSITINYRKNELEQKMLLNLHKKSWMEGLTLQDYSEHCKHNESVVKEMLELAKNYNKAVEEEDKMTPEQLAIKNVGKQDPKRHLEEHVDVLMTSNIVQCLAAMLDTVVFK
Neddyl block: inhibitors of human cullin neddylation | P61081+Q13564 | TR-FRET cullin neddylation, biochemical | calls only at 25 µM | hit rate 0.58% among 360,000 | AID 651699; in the data active = inhibition above about 36%
Target sequence (P61081 whole entry, looked up): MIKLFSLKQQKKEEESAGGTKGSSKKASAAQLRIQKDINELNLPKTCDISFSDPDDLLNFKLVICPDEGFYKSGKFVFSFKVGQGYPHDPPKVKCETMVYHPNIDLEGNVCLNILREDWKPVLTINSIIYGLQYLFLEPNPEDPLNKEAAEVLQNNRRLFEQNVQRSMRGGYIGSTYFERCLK
Target sequence (Q13564 whole entry, looked up): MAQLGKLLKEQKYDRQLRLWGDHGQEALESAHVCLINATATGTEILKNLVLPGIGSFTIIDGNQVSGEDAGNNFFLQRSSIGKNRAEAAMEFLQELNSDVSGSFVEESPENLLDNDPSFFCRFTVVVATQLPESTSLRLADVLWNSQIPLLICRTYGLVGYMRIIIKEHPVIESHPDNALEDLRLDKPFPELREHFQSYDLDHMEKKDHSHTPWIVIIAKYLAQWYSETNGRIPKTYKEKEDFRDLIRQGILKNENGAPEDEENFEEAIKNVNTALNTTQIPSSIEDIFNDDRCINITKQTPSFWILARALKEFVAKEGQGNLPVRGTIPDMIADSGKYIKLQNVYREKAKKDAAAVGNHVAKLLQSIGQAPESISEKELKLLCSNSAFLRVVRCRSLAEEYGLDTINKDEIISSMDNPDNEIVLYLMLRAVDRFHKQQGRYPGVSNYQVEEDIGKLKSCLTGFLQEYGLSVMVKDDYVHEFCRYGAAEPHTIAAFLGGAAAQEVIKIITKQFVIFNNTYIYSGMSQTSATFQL
CSN inh: inhibitors of human CSN-mediated cullin deneddylation | Purified CSN, SCF-Nedd8-OG deneddylation, fluorescence polarization | inhibition, % at 12.5 µM | Q92905 | hit rate 0.38% among 360,000;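 active = pattern-corrected inhibition above about 35%, with an unprinted fluorescence ratio check between 0.5 and 1.5, limit read from the data, passing the limit was not always enough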;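 note: 0% = enzyme with substrate and 100% = substrate without enzyme; some results filed as inactive read as strong as hits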
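assay system = purified human Csn5 enzyme expressed in HEK293T cells | amount = 0.24 nM enzyme | buffer or medium = Tris/NaCl/DTT buffer, pH 7.5 | reagent = 10 nM SCFSkp2-Nedd8OG | compound = one concentration, 12.5 µM, 0.25% DMSO | times = 90 min reaction at room temperature | signal = FP | read-out basis = % inhibition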
SKN-1 block: C. elegans SKN-1 inhibition; C. elegans VP596 Pgst-4::GFP/RFP ratio, acrylamide-induced, 24 h; inhibition, % at 21.8 µM; hit rate 0.49% among 360,000; AID 624304;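 active = interference check ratio from 0.5 to 1.5 plus GFP to RFP signal ratio inhibition reaching or exceeding a fixed threshold, cut at about 30% in these data, passing the limit was not always enough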; note: some compounds called inactive have numbers as strong as hits
Rin1 Abl inh: inhibitors of human Rin1-Abl protein interaction; TR-FRET Rin1/Abl binding, biochemical; inhibition, % at 7.35 µM; hit rate 0.4% among 360,000; AID 588664; in the data active = inhibition above about 5%, passing the limit was not always enough
MLLE-PAM2 inh: blocks PAM2 peptide binding to the PABP1 MLLE domain. P11940. GST-MLLE / FITC-PAM2 fluorescence polarization. inhibition, % at 20 µM. hit rate 0.36% among 360,000. AID 588489; in the data active = inhibition above about 35%, passing the limit was not always enough;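 note: plate controls were DMSO wells with GST-MLLE for no effect and wells lacking GST-MLLE protein for full effect; some results filed as inactive read as strong as hits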
Numbers without * were called inactive; i = inactive; . = no result given.

SMILES | FAS TE block | MT1-MMP act inh | NadD block | Rpn11 inh | Neddyl block | CSN inh | SKN-1 block | Rin1 Abl inh | MLLE-PAM2 inh
Clc1ccc(OCc2nnc(SCCN3CCCCC3)n2Cc2ccco2)cc1 | -3 | 0 | 4 | i | i | 2 | -1 | -2 | -83
COc1ccc(-c2csc(NC(=O)c3cc(C)on3)c2C#N)cc1OC | 0 | -1 | 0 | i | i | 0 | -2 | -2 | -5
CCOC(=O)[C@H]1[C@H]2COc3ccc(C)cc3[C@@H]2N2C(=O)c3cc(OC)c(OC)cc3NC(=O)[C@@]12C | 2 | 1 | 5 | i | i | -1 | 9 | 1 | 3
N#Cc1cc2c(nc1SCC(=O)O)CCCCC2 | -7 | 2 | -2 | i | i | 0 | 6 | -4 | 10
Cc1cccc(C)c1NC(=O)NCCSc1snnc1C | -5 | 2 | -6 | i | i | 35* | 7 | 4 | 1
CC1=CC(C)(C)N(C(=O)CSc2ncn[nH]2)c2ccccc21 | -20 | 0 | -7 | i | i | -3 | 0 | 2 | -10
CC(C)Nc1nc(Cl)nc(N(C#N)CN2C(=O)c3ccccc3S2(=O)=O)n1 | 1 | 2 | -2 | i | i | 0 | 0 | -3 | -18
CN1C(=O)C(CCC(N)=O)NC1=S (stereo not drawn) | -2 | 2 | -3 | i | i | 1 | 11 | -1 | 3
N#Cc1c(-c2ccc(F)cc2)cc(-c2ccccc2)nc1SCC(=O)NCC(=O)O | -10 | 3 | 5 | i | i | 1 | 0 | 0 | 29
CN(C)S(=O)(=O)c1ccc(N2CCCC2)c(C(=O)Nc2ccccc2F)c1 | -2 | -2 | -3 | i | i | -3 | 6 | 2 | 0
CC(C)OCCCNC(=O)c1ccc2c(c1)ncn2C1CCCC1 | -2 | 1 | -3 | i | i | 7 | 13 | 4 | -2
COc1cc([N+](=O)[O-])ccc1NC(=O)COC(=O)CCOc1ccc(C)cc1 | 10 | -9 | -5 | i | i | -2 | 4 | -2 | -3
COc1cc(COC(=O)c2cnc(C)cn2)c(OC)cc1Br | 5 | 0 | -2 | i | i | 0 | 1 | 2 | -17
Cc1ccnc(SCC(=O)N2CCN(C(c3ccccc3)c3ccccc3)CC2)n1 | 10 | -4 | -2 | i | i | 5 | 6 | -5 | 32
O=c1cnnc(SCc2ccc([N+](=O)[O-])cc2)[nH]1 | 15 | 2 | -2 | i | i | -1 | -8 | 6 | 16
Cc1nc2ccc(Cl)cc2c(-c2ccccc2)c1CC(=O)O | -8 | 2 | -2 | i | i | 4 | 4 | -8 | 14
CC(C)(C)NC(=O)C(c1ccc(-c2ccccc2)cc1)n1c(=O)c(-c2cc3ccccc3[nH]2)nc2ccccc21 (stereo not drawn) | . | -14 | . | . | . | 4 | -2 | . | .
Cc1c(C(=O)NNC(=O)c2ccccc2O)oc2ccc(Br)cc12 | 10 | 2 | 30* | i | i | 3 | 28 | 0 | -20
COc1ccc(C2Nc3ccccc3C(=O)N2c2ccc(F)cc2)cc1CSc1ccccn1 (stereo not drawn) | 4 | 0 | 9 | i | i | -3 | 2 | 1 | 2
O=C(/C=C/c1ccc([N+](=O)[O-])cc1)N1CCN(S(=O)(=O)c2ccccc2)CC1 | 14 | 6 | -2 | i | i | 47* | -8 | 2 | -17
O=c1ccn([C@@H]2O[C@H](CNCc3ccccc3OCc3ccc(Cl)cc3Cl)[C@@H](O)[C@H]2O)c(=O)[nH]1 | -3 | 0 | -10 | i | i | -2 | -1 | 4 | -9
O=S1(=O)N[C@@H](c2ccccc2)COc2cc(Br)ccc21 | 3 | 0 | -6 | i | i | 2 | 20 | -1 | -8
O=C(CSc1ncnc2c1nnn2Cc1ccccc1)NC1CCCC1 | 7 | 1 | -1 | i | i | -1 | -5 | -3 | 21
COc1cc(/C=N\NC(=O)Cn2nnc3ccccc32)cc(OC)c1OC | -6 | -1 | 2 | i | i | -1 | -12 | -2 | 2
CC1(c2ccc3c(c2)OCCCO3)NC(=O)N(CC(=O)NCCc2ccc(F)cc2)C1=O (stereo not drawn) | -5 | 4 | 0 | i | i | 0 | 13 | -2 | -1
CN(C)C(=O)c1ccc(NC(=O)c2ccccc2-c2ccccc2)cc1 | -4 | 0 | 0 | i | i | -2 | -6 | -1 | 4
Cc1ccc(C)c2nc(SCC(=O)N3CCCc4ccccc43)c(C#N)cc12 | 18 | -10 | 0 | i | i | -3 | -20 | -5 | 0
CC(=O)Nc1ccc(Nc2nc(C)c([N+](=O)[O-])c(Nc3ccc(NC(C)=O)cc3)n2)cc1 | -4 | -2 | 0 | i | i | -6 | 2 | -4 | -10
Cc1cc(C2N=C(N)Nc3nc4ccccc4n32)c(C)n1-c1ccccc1Cl (stereo not drawn) | -6 | -2 | 14 | i | i | 2 | 12 | 1 | 5
CC(=O)NC(CC(=O)N(Cc1ccccc1)c1ccc(C)cc1)c1ccccc1 (stereo not drawn) | -2 | -4 | -6 | i | i | 2 | 1 | -2 | 13
Cc1nnsc1C(=O)NC1CCCCC1 | -6 | 0 | 5 | i | i | -1 | 8 | 1 | -9
CCOC(=O)[C@H]1[C@H]2COc3ccc(OC)cc3[C@@H]2N2C(=O)CN(Cc3ccc(F)cc3)C(=O)[C@@]12C | -11 | -2 | -5 | i | i | 1 | 4 | 5 | 4
CCC(C)NC(=O)c1oc2ccc(S(=O)(=O)N3CCC4(CC3)OCCO4)cc2c1C (stereo not drawn) | 3 | 5 | -6 | i | i | -1 | 19 | 2 | -1
Cc1ncc(CO)c(/C=N/NC(=S)Nc2ccc(F)cc2)c1O | -18 | 4 | -2 | i | i | 3 | 3 | -2 | -6
COc1ccc(/C=N/Nc2cc(C)nc(N)n2)cc1 | -10 | -1 | -2 | i | i | -3 | 7 | -5 | -3
Cn1ccc2c(N3CCC3)cc3c(c21)C1CCC3O1 (stereo not drawn) | -5 | 2 | -6 | i | i | 1 | 17 | 2 | 13

Next part; it opens with the three that closed the last part.
SMILES | FAS TE block | MT1-MMP act inh | NadD block | Rpn11 inh | Neddyl block | CSN inh | SKN-1 block | Rin1 Abl inh | MLLE-PAM2 inh
Cc1ncc(CO)c(/C=N/NC(=S)Nc2ccc(F)cc2)c1O | -18 | 4 | -2 | i | i | 3 | 3 | -2 | -6
COc1ccc(/C=N/Nc2cc(C)nc(N)n2)cc1 | -10 | -1 | -2 | i | i | -3 | 7 | -5 | -3
Cn1ccc2c(N3CCC3)cc3c(c21)C1CCC3O1 (stereo not drawn) | -5 | 2 | -6 | i | i | 1 | 17 | 2 | 13
CC(=O)Nc1ccc(NS(=O)(=O)c2ccccc2)c2ccccc12 | -7 | 0 | -4 | i | i | 3 | 0 | 3 | -9
OC(c1ccccc1)(c1ccccc1)C1CCN(CCCOc2cccc(OC(F)(F)F)c2)CC1 | 13 | -8 | -2 | . | i | -7 | 1 | . | .
CSc1nc(SC)c2c3c(oc2n1)COC(C)(C)C3 | 15 | -4 | -4 | i | i | -3 | -7 | 2 | 4
c1cnc(Sc2ccc3nnnn3n2)nc1 | -5 | 3 | -1 | i | i | -5 | 4 | 3 | 4
Cc1cccc(-n2ncc3c2CCCC3NC(=O)CCN2CCCO2)c1C (stereo not drawn) | -8 | 0 | -4 | i | i | 5 | -1 | -2 | 2
CCC(C)(C)NC(=O)C(c1ccc(F)cc1)N(Cc1cccc(OC)c1)C(=O)c1cnccn1 (stereo not drawn) | 3 | -8 | 1 | i | i | -1 | 0 | 0 | -5
O=C(/C=C/c1ccco1)c1cccc([N+](=O)[O-])c1 | 11 | 0 | 21 | i | i | 23 | 3 | 4 | 1
CCCCN(C(=O)CSCc1ccc(C)cc1)c1c(N)n(CCC)c(=O)[nH]c1=O | 0 | -5 | 2 | i | i | -3 | 4 | 3 | -1
CCOc1ccc(CC(=O)NNC(=O)/C=C/C(=O)O)cc1 | -8 | 0 | -3 | i | i | 1 | -4 | -1 | 1
Cc1ccc(NC(=O)c2cc3ccccc3oc2=O)cc1S(=O)(=O)N(C)C | -4 | -2 | 1 | i | i | 0 | -7 | -1 | 5
CCCN1CCN(CCCNC(=O)CCN2C(=O)COc3ccccc32)CC1 | -9 | 0 | -3 | i | i | -1 | 1 | 1 | 5
COc1ccc(CCN2C(=O)c3ccncc3C2=O)cc1OC | -4 | 2 | 12 | i | i | 2 | -2 | -4 | -4
Cc1occc1C(=O)NNC(=O)COc1ccc(Br)cc1Br | -6 | 3 | -2 | i | i | -13 | 3 | -3 | -16
COC(=O)CC1NCCNC1=O (stereo not drawn) | -3 | 0 | 4 | i | i | 5 | -2 | 1 | 12
CCNC(=O)C1CCCN(C(=O)c2cccc(Cl)c2)CC1 (stereo not drawn) | -6 | 5 | 5 | i | i | -8 | -2 | -2 | -3
CC(=O)CC(=O)Nc1ncccn1 | 0 | -2 | -2 | i | i | -11 | 5 | 5 | -6
CCn1nc(C)c(CN2CCc3c([nH]c4ccccc34)C2c2ccc(F)c(OC)c2)c1C (stereo not drawn) | 21 | . | 3 | i | i | -3 | 10 | -1 | -18
CC(c1ccccc1)N1CCC(CNC(=S)Nc2cccc(Cl)c2)C1 (stereo not drawn) | 3 | 2 | -5 | i | i | -8 | -4 | 1 | -8
Cc1cc(C)c(N=Cc2c(O)c3ccccc3oc2=O)c(C)c1 | 3 | -4 | -1 | i | i | -1 | -12 | -3 | 5
COc1ccc(NC(=O)CN(C)C(=O)Cc2coc3cc(C)c(C)cc23)cc1 | 9 | 6 | -1 | i | i | 0 | 19 | 2 | -20
CCOc1cccc(C2C(C(=O)c3ccc(C)o3)=C(O)C(=O)N2CCCn2ccnc2)c1 (stereo not drawn) | -4 | 1 | 7 | i | i | 5 | -6 | -6 | 5
COc1cccc(-n2c(CNC(=O)OC(C)(C)C)n[nH]c2=S)c1 | -13 | 2 | -3 | i | i | 0 | -8 | -4 | 0
Cc1cc(NC(=O)CCNS(=O)(=O)c2ccc3[nH]c(=O)oc3c2)ccc1Br | -3 | 1 | -10 | i | i | -4 | 8 | -4 | -13
CCc1cc2c(=O)n(Cc3ccco3)c(SCC(=O)N3CCCc4ccccc43)nc2s1 | 15 | -5 | 13 | i | i | 13 | 0 | 5 | 27
Cc1cc(C)n(-c2nc3ccccc3c3nc(C)nn23)n1 | -10 | -2 | -1 | i | i | -1 | 0 | -1 | -23
Nc1nc2c(ncn2[C@@H]2O[C@H](CNC(=O)[C@H](N)C3CCCCC3)[C@@H](O)[C@H]2O)c(=O)[nH]1 | -4 | 1 | 0 | i | i | 1 | 4 | -2 | -2
CN(C)CC#CCC(O)(c1ccccc1)C1CCCCC1 (stereo not drawn) | -4 | 0 | -7 | i | i | -2 | -7 | -2 | 8
Oc1ccccc1-c1cnc2cccnn12 | -7 | -9 | 4 | i | i | -1 | -1 | -5 | -4

Gathered by group, those above with a tert-butyl group.
SMILES | FAS TE block | MT1-MMP act inh | NadD block | Rpn11 inh | Neddyl block | CSN inh | SKN-1 block | Rin1 Abl inh | MLLE-PAM2 inh
CC(C)(C)NC(=O)C(c1ccc(-c2ccccc2)cc1)n1c(=O)c(-c2cc3ccccc3[nH]2)nc2ccccc21 (stereo not drawn) | . | -14 | . | . | . | 4 | -2 | . | .
COc1cccc(-n2c(CNC(=O)OC(C)(C)C)n[nH]c2=S)c1 | -13 | 2 | -3 | i | i | 0 | -8 | -4 | 0

Compound activity (PubChem BioAssay)
